# AmpC inh detg: blocks E. coli AmpC beta-lactamase in detergent assay; AmpC hydrolysis of nitrocefin, absorbance 480 nm, 0.01% Triton; Potency, µM (titrated, usually from 114 µM), inactives show at the top dose activity change, negative = inhibition, hits mostly inhibitors; 370,000 compounds, 0.041% hits; AID 485294;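 also: potency is read from the fitted curve at half-maximal effect; 0% = no-compound wells and -100% = no-enzyme wells; nearly all actives have a fitted effect of over 25% in size; some results filed as inactive show a strong effect at the top dose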
# Target sequence (P00811 whole entry, looked up): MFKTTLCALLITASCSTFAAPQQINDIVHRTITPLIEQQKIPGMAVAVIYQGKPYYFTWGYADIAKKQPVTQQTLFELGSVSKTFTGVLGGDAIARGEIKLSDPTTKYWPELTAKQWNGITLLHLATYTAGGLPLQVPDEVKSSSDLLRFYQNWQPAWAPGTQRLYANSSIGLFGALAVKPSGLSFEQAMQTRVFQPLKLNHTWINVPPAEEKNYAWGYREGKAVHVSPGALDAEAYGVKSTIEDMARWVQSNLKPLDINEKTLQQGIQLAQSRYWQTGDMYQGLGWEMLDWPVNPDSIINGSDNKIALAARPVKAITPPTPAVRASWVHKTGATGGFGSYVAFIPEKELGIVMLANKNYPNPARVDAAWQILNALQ
#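 20 mM phosphate pH 7.0 + 0.01% (detergent screen) or 0.0001% Triton X-100; 5.3 nM AmpC reagent; cpd preinc 15 min RT; nitrocefin (800 uM stock) to start; A480 q20 s × 4 min; Activity was normalised to no-enzyme and no-compound control wells.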
# FBPA Giardia inh: Giardia lamblia aldolase inhibition; purified Giardia FBPA; Potency, µM (top dose mostly 59.6 µM), for the others: at the highest dose activity, negative = inhibition, usual class: inhibitors; 290,000 compounds, 0.71% hits; AID 2451; also: potency is read from the fitted curve at half-maximal effect; nearly all actives have a fitted effect of over 55% in size
# Target sequence (A8B2U2 whole entry, looked up): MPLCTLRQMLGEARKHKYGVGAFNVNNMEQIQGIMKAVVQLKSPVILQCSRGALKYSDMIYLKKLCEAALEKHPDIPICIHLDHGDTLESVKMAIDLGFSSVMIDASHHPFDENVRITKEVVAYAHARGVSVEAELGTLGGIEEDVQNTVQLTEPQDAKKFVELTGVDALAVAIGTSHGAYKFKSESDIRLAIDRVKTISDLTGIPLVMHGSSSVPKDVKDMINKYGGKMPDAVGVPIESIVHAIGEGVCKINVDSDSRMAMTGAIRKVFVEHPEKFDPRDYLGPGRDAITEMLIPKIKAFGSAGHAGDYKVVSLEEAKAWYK
#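 40 nM FBPA preincubated 10 min at RT with compound (up to 57.5 uM final), then substrate plus GAPDH/TPI/NAD/arsenate coupling and diaphorase/resazurin added. Fluorescence read after 20 min at RT, 525/598 nm.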
# AmpC inh no detg: inhibitors of E. coli AmpC beta-lactamase without detergent. P00811. AmpC nitrocefin hydrolysis, absorbance 480 nm, 0.0001% Triton. Potency, µM (top dose mostly 57.1 µM), inactives show at the top dose activity change, negative = inhibition, hits mostly inhibitors. 330,000 compounds, 0.52% hits;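 also: potency is read from the fitted curve at half-maximal effect; plate controls were no compound for no effect and no enzyme for full effect; nearly all actives have a fitted effect of over 20% in size; some results filed as inactive show a strong effect at the top dose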
#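 AmpC (5.3 nM in the dispensed reagent) in 20 mM phosphate pH 7.0 with 0.01% (detergent screen) or 0.0001% Triton X-100 was preincubated with compounds for 15 min at room temperature. Nitrocefin was then added from an 800 uM solution, and hydrolysis was followed at 480 nm.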
# AMA1 RON2 block: AMA1-RON2 (P. falciparum) interaction inhibition. 360,000 compounds, 0.2% hits. Potency, µM (highest dose often 58.2 µM), for the others: top-dose activity change, negative = inhibition, hits mostly inhibitors. AlphaScreen AMA1-biotinylated RON2 peptide binding;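 also: potency is read from the fitted curve at half-maximal effect; 0% = vehicle wells and -100% = peptide control; nearly all actives have a fitted effect of over 45% in size; some results filed as inactive show a strong effect at the top dose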
#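 AMA1 (3D7) with his tag at 25 nM final met compounds first, then biotinylated RON2 peptide at 25 nM; detection used donor plus acceptor beads, 10 µg/mL apiece, read by AlphaScreen after 30 min at room temperature.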
# Sm TGR block: S. mansoni TGR enzyme inhibition. Q962Y6. purified TGR, DTNB reduction, TNB absorbance 405 nm. Potency, µM (titrated, usually from 114 µM), for inactives: at the top dose activity change, negative = inhibition, actives largely listed as inhibitors. 360,000 compounds, 3% hits; also: potency is read from the fitted curve at half-maximal effect; nearly all actives have a fitted effect of over 60% in size
#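 Kinetic colorimetric format: TGR-catalysed, NADPH-driven DTNB reduction monitored via TNB absorbance. Enzyme dispensed at 20 nM; compound exposure 15 min at room temperature before reaction start.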
# HCMV inh: human cytomegalovirus inhibition. HFF cells, HCMV-luciferase reporter, 72 h; hits give low values. activity change, negative = inhibition, % at 57.5 µM. 410,000 compounds, 4.5% hits. AID 1259415; in the data active = activity change below about -60%; inconclusive = no clear call, values can overlap the other calls; inactive = above about -39%
#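 Human foreskin fibroblasts infected with luciferase-reporter HCMV at MOI 1 PFU/cell, compounds at two doses. Luciferase measured 72 h post infection; normalized to buffer-only basal and Salinomycin (10uM) controls.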
# Starred values were filed as active, the others as inactive; ? = inconclusive; · = not tested or not shown; [ ] = dose if it differs, or a comment. Unless noted, calls follow the shape of the dose curve; as a rule, active = well fitted curve in the direction sought with a large enough effect; inconclusive = small, poorly fitted or top-dose-only effect, or another doubt; inactive = no such curve, though single readings can be large; an effect the other way counts as inactive or inconclusive. Unless noted, % is scaled to controls: 0 for no effect and ±100 for the full control effect.
nr	mol	AmpC inh detg	FBPA Giardia inh	AmpC inh no detg
1	CN(C)c1cccc(C(=O)NNC(=O)NC2CCCCC2)c1	1%	5%	5%
2	Cc1ccc(Nc2nnc(SCC(=O)NC(Cc3c[nH]c4ccccc34)C(=O)O)s2)cc1 (stereo unspecified)	2%	-26%	-26%
3	O=C(NCCN1CCOCC1)c1ccc2ccccc2c1	-6%	-3%	-9%
4	Cc1cc(=O)n2nc(N3CCC(C(=O)Nc4ccc(Br)c(C)c4)CC3)sc2n1	14%	·	·
5	CCC(=O)N1CCc2cc(S(=O)(=O)N(C)c3ccc(OC)cc3OC)ccc21	0%	2%	-8%
6	C/C(=N/O)c1no[n+]([O-])c1/C(C)=N\O	-4%	2%	5%
7	O=C(N/N=C/c1ccc(COc2ccc(Br)cc2)o1)c1ccc2c(c1)OCO2	2%	10%	-49%
8	CSc1nc2nc(-c3ccc(F)cc3)c(CCN3CCN(C)CC3)cn2n1	-4%	0%	1%
9	Cc1cccc(CN2C(=O)c3ccccc3Sc3ccc(C(=O)N4CCCC4)cc32)c1	9%	·	·
10	CN(C)CCCCCN(C)Cc1cc2ccccc2o1	?	-8%	-7%
11	COc1ccccc1NC(=O)CSc1nnc(C2CCCCC2)o1	-12%	-6%	-14%
12	Cc1cccc(N(CC(=O)NCCSc2ccc(Cl)cc2)S(=O)(=O)c2ccccc2)c1C	14%	·	·
13	NC(=O)Nc1ccc(C(=O)OCC(=O)N(Cc2ccccc2)C2CCS(=O)(=O)C2)cc1 (stereo unspecified)	5%	-2%	-22%
14	Cc1ccc(NC(=O)C2CC(=O)Nc3nncn32)cc1 (stereo unspecified)	-8%	0%	-18%
15	CCC(C)C(NC(=O)C1CCC(=O)N1C(=O)OCc1ccccc1)C(=O)NC(C(=O)N1CCCC1C(N)=O)C(C)CC (stereo unspecified)	-9%	-3%	18%

nr	AMA1 RON2 block	Sm TGR block	HCMV inh
1	0%	-7%	?
2	4%	0%	-30
3	-11%	10%	-30
4	·	-3%	-13
5	-6%	-16%	-23
6	6%	7.1µM*	15
7	87%[activator]	-24%	1
8	6%	0%	-40
9	·	4%	16
10	9%	-2%	-14
11	-3%	0%	142
12	·	-2%	-14
13	-5%	-21%	-23
14	6%	-8%	18
15	-3%	12%	25

nr	mol	AmpC inh detg	FBPA Giardia inh	AmpC inh no detg
16	O=C(COc1ccccc1)Nc1ccc(S(=O)(=O)Nc2ncccn2)cc1	0%	15%	-21%
17	Oc1c(C(c2ccc(Br)cc2)N2CCOCC2)sc2nc(-c3ccco3)nn12 (stereo unspecified)	-2%	·	·
18	Cc1ccc(C(=O)O)cc1N=Cc1cc(Br)cc(Br)c1O	-7%	-18%	-32%
19	CCOc1ncccc1C(=O)Nc1nnc(C(CC)CC)s1	4%	0%	77%[activator]
20	COC(=O)c1ccc(-c2cc3onc(-c4ccccc4)c3c(=O)n2C)cc1	?	·	28%
21	COc1ccccc1N1CCN(CCOc2c(OC)cccc2OC)CC1	?	-15%	12%
22	Cc1ccc(C(C)NC(=O)C2CCCC2)c(C)c1 (stereo unspecified)	-18%	0%	-11%
23	O=C(Oc1c(-c2ccccc2)c(=O)n2c3c(cccc13)CC2)c1ccco1	-8%	-8%	9%
24	Cc1cc(NC(=O)CSc2nnc(-c3cccs3)n2N)no1	3%	-2%	-5%
25	O=C(CCc1nc2ccccc2c(=O)[nH]1)NNC(=O)COc1cccc(F)c1	4%	·	-9%
26	O=C(c1ccc(-n2c(SCc3cc(F)ccc3F)nc3ccccc3c2=O)cc1)N1CCOCC1	-1%	-2%	-21%
27	CC1(C)Cc2c(sc(NC(=O)C(C)(C)C)c2C#N)C(C)(C)N1	?	-3%	-22%
28	CCCCn1c(SCc2cccc([N+](=O)[O-])c2)nc2ccsc2c1=O	-8%	0%	-33%
29	COc1ccc(CCNC(=O)c2c(C)oc3ncn(C)c(=O)c23)c(OC)c1	15%	·	·
30	Cn1c(C(=O)NCCN2CCCCCC2)cc2c(=O)n(C)c3ccccc3c21	6%	-13%	69%[activator]

nr	AMA1 RON2 block	Sm TGR block	HCMV inh
16	-6%	11%	3
17	·	-7%	1
18	33%[activator]	-19%	·
19	3%	12%	-9
20	-9%	3%	3
21	-15%	2%	14
22	-2%	-21%	-5
23	7%	-17%	0
24	9%	-1%	-33
25	96%[activator]	-3%	-22
26	0%	-4%	-22
27	1%	3%	57
28	-23%	-1%	?
29	·	8%	-2
30	4%	?	3

nr	mol	AmpC inh detg	FBPA Giardia inh	AmpC inh no detg
31	CN1CCN(C(=S)NC(=O)c2ccccc2Cl)CC1	2%	·	-8%
32	c1cncc(-c2nc(NCC3COc4ccccc4O3)c3ccccc3n2)c1 (stereo unspecified)	3%	0%	-1%
33	Cn1c(=O)c(=O)n(C)c2cc(S(=O)(=O)N3CCCC3C(=O)Nc3cccc(F)c3)ccc21 (stereo unspecified)	7%	·	·
34	COc1cc(/C=N\NC(=O)c2cccnc2)ccc1OC(=O)c1ccccc1Cl	-11%	-3%	-12%
35	CCn1cc(C(=O)NCc2ccccc2Cl)c(=O)c2cc(S(=O)(=O)N3CCCCC3)ccc21	0%	·	·
36	CC(C)=NOCC(=O)Nn1c(COc2ccccc2)nc2ccccc2c1=O	0%	-5%	3%
37	Cc1cc(S(=O)(=O)N2CCN(Cc3ccccc3)CC2)c(C)s1	-17%	-3%	6%
38	COCC(C)n1c(C)cc(C(=O)COC(=O)/C=C/c2cccc(F)c2)c1C (stereo unspecified)	10%	1%	79%[activator]
39	CN1CCN(c2ccc(Cl)cc2NC(=O)c2nn(-c3ccccc3)c(=O)c3ccccc23)CC1	-3%	3%	1%
40	O=C(Nc1nc2ccccc2[nH]1)c1cccc(Br)c1	-10%	21%	-16%
41	O=C(NCC1CCCN(C(=O)c2cccc(C(F)(F)F)c2)C1)c1ccc(F)cc1 (stereo unspecified)	-10%	-5%	30%
42	N/C(=N\OC(=O)CC1CCCCC1)c1cccc(Br)c1	-8%	·	-33%
43	CCOC(=O)c1nc[nH]c1C	-9%	-4%	-13%
44	COc1ccc(COC(=O)c2cc([N+](=O)[O-])ccc2N2CCOCC2)cc1F	-12%	·	38%
45	O=C(Nc1ccc2c(c1)OCO2)C1CC(c2ccccc2O)=NO1 (stereo unspecified)	?	6%	27%

nr	AMA1 RON2 block	Sm TGR block	HCMV inh
31	-4%	-22%	34
32	-5%	-14%	-17
33	·	4%	-26
34	10%	-9%	?
35	·	3%	19
36	36%[activator]	?	46
37	-7%	-22%	23
38	-18%	3%	19
39	?	2%	15
40	72%[activator]	-1%	48
41	-8%	2%	-12
42	15%	-5%	15
43	-1%	0%	66
44	-32%	0%	-73*
45	85%[activator]	10%	33

nr	mol	AmpC inh detg	FBPA Giardia inh	AmpC inh no detg
46	COc1ccc(C(=O)COC(=O)CN2C(=O)NC(C)(C)C2=O)cc1OC	-11%	3%	-6%
47	COC(=O)C1=C(C)N(c2ccc(Cl)c(Cl)c2)C(=O)C1	-9%	2%	-6%
48	O=c1oc2ccccc2cc1NCc1ccccc1O	6%	-10%	-26%
49	CCOc1ccc(S(=O)(=O)NCc2ccc(F)cc2)c2cccnc12	-2%	-1%	-15%
50	Cc1cnc(NC(=O)CN(C)S(=O)(=O)c2ccc(Cl)cc2)s1	-9%	5%	-20%
51	COC(=O)c1cc(NC(=O)C2CC=CCC2C(=O)O)cc(C(=O)OC)c1 (stereo unspecified)	0%	5%	-19%
52	COc1ccc(OC)c(NC(=O)Cn2cnc3sc(C)c(S(=O)(=O)N4CCN(c5ccccc5OC)CC4)c3c2=O)c1	6%	·	·
53	CNS(=O)(=O)c1cccc(C(=O)OCc2cc(Cl)cc3c2OCOC3)c1	-13%	5%	-32%
54	COc1c(Br)cc(Br)cc1C(=O)O	-1%	4%	-25%

nr	AMA1 RON2 block	Sm TGR block	HCMV inh
46	22%	-1%	22
47	-3%	?	20
48	0%	1%	61
49	13%	6%	63
50	18%	7%	8
51	?	0%	-14
52	·	9%	9
53	15%	2%	8
54	-8%	-10%	51

# Among those listed so far, 2 have a nitro group on carbon:
nr	mol	AmpC inh detg	FBPA Giardia inh	AmpC inh no detg
28	CCCCn1c(SCc2cccc([N+](=O)[O-])c2)nc2ccsc2c1=O	-8%	0%	-33%
44	COc1ccc(COC(=O)c2cc([N+](=O)[O-])ccc2N2CCOCC2)cc1F	-12%	·	38%

nr	AMA1 RON2 block	Sm TGR block	HCMV inh
28	-23%	-1%	?
44	-32%	0%	-73*

# Complete entries as entered above. Order of values: AmpC inh detg | FBPA Giardia inh | AmpC inh no detg | AMA1 RON2 block | Sm TGR block | HCMV inh
# CCOC(=O)c1nc[nH]c1C reads -9% | -4% | -13% | -1% | 0% | 66
# O=c1oc2ccccc2cc1NCc1ccccc1O reads 6% | -10% | -26% | 0% | 1% | 61
# Cc1ccc(Nc2nnc(SCC(=O)NC(Cc3c[nH]c4ccccc34)C(=O)O)s2)cc1 (stereo unspecified) reads 2% | -26% | -26% | 4% | 0% | -30
# COC(=O)c1cc(NC(=O)C2CC=CCC2C(=O)O)cc(C(=O)OC)c1 (stereo unspecified) reads 0% | 5% | -19% | ? | 0% | -14

# Bioassay records (PubChem BioAssay)
